MBD2 inh: blocks human MBD2 binding to methylated DNA; Q9UBB5; TR-FRET, MBD2 binding to methylated oligonucleotide; inhibition, % at 4.4 µM; 370,000 tested, 0.31% active; AID 686964; in the data active means inhibition above about 13%
LEDGF integ inh: blocks HIV-1 LEDGF/p75-dependent DNA integration | 370,000 tested, 0.64% active | TR-FRET IN-LEDGF/p75 DNA integration, Eu/Cy5 | inhibition, % at 3.7 µM | AID 743269;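 active means inhibition above the screen-wide mean plus 3 SD, cut at about 13% in these data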;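 further: signal is the Cy5 over europium emission ratio at 671 and 618 nm; 0% = plate median of compound wells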
PG9 binder: binds the HIV-1 gp120 antibody PG9. AID 624416. inhibition, % at 6.7 µM. 360,000 tested, 0.43% active. TR-FRET gp120-PG9 antibody binding; in the data active means inhibition above about 8.5%
mABHD4 FP: inhibitors of mouse ABHD4 | Q8VD66 | purified mABHD4, FP-Rh probe fluorescence polarization | inhibition, % at 8.92 µM | 370,000 tested, 0.54% active | AID 720543;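 active means inhibition exceeding the mean over every tested compound plus 3 SD, cut at about 30% in these data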;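 further: 0% = plate median of compound wells and 100% = S159A mutant with DMSO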
Target sequence (Q8VD66 whole entry, looked up): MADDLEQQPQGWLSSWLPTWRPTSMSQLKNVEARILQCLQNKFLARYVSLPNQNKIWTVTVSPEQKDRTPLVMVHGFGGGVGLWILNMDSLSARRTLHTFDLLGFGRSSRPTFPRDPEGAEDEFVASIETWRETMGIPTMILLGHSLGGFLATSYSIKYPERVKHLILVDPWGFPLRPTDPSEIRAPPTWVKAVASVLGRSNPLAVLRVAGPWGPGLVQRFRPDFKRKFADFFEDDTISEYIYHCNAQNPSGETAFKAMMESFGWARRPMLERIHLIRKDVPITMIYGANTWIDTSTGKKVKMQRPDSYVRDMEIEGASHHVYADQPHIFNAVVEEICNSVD
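Assay system: wild-type mouse ABHD4 protein; compound: single nominal dose of 8.92 µM, 0.89% DMSO final; schedule: 45 min + 60 min at 25 °C; measured by: FP readout, ex 525 nm / em 598 nm; evaluation: % inhibition of FP-Rh probe binding versus controls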
NR1D1 modulator: modulates human Rev-erb alpha binding to DNA; activity, % at 10 µM; 370,000 tested, 0.79% active; Rev-erbα–FITC-DNA binding, fluorescence polarization, 90 min;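 active means activity above about 14%, limit read from the data; passing the limit was not always enough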;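 further: 0% = DMSO wells with 35 nM protein and 100% = DMSO wells with 750 nM protein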
PRMT1 inh: PRMT1 (human) inhibition, primary screen. Q99873. recombinant PRMT1, activity-based probe fluorescence polarization. inhibition, % at 2.79 µM. 370,000 tested, 1.3% active. AID 652257;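 active means inhibition above about 21% made by adding two undisclosed values, limit read from the data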
Target sequence (Q99873 whole entry, looked up): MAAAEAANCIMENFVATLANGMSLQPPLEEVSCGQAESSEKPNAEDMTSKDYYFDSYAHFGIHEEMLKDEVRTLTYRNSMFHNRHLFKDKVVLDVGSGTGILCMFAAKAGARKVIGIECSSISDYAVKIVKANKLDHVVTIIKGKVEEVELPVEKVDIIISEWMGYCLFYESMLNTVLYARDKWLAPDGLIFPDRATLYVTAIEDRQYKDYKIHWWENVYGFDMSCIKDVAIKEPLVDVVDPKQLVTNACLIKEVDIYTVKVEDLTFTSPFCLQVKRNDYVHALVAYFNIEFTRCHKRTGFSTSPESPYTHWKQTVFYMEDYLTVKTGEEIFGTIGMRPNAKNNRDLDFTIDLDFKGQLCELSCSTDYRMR
rCAG RNA binder: r(CAG) repeat RNA binding; TO-PRO-1 dye displacement fluorescence; inhibition, % at 3 µM; 370,000 tested, 1.3% active;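 active means inhibition above the plate cutoff, the mean of all test compounds on that plate plus 3 SD, cut at about 35% in these data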;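 further: 0% = DMSO alone and 100% = 100 µM mitoxantrone as full dye displacement; higher means more dye released from RNA so lower well fluorescence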
TCR CD3 inh: blocks the human TCR-CD3 interaction; inhibition, % at 9.4 µM; 360,000 tested, 0.37% active; TAMRA-labeled TCR probe fluorescence, biochemical; in the data active means inhibition above about 19%;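 further: recombinant mutant TCR 2C K166C tagged with TAMRA read by polarization; 0% = receptor in buffer alone and 100% = receptor with positive control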
UHRF1 MBD2 ctr: blocks human UHRF1 binding to methylated DNA; UHRF1 binding to methylated oligo, TR-FRET; inhibition, % at 4.4 µM; 370,000 tested, 0.75% active; AID 687016; in the data active means inhibition above about 21%;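 further: UHRF1 SRA domain binding a hemimethylated CpG hairpin DNA probe; 0% = median of test compound wells and 100% = reference inhibitor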
HTRA1 inh: HTRA1 (human) protease inhibition; Q92743; recombinant HTRA1, FP-rhodamine activity-based probe, fluorescence polarization; inhibition, % at 5.96 µM; 340,000 tested, 0.5% active; in the data active means inhibition above about 36%;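 further: 0% = enzyme with DMSO and 100% = wells lacking enzyme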
* hit, by the source's call; . = no result given. Not all compounds are listed; count on the stated rates, not on these rows.

SMILES	MBD2 inh	LEDGF integ inh	PG9 binder	mABHD4 FP	NR1D1 modulator	PRMT1 inh	rCAG RNA binder	TCR CD3 inh	UHRF1 MBD2 ctr	HTRA1 inh
O=C(Nc1ccc(Cl)cn1)c1ccc(COc2ccccc2Br)o1	2	3	-2.5	-26	4	-3	1	-2	-1	-57
Cc1cccc(C)c1NC(=O)NCc1ccco1	-2	-1	1.0	-2	3	2	3	-1	2	4
CN(CCO)c1ccc(-c2n[nH]c(=O)c3ccccc23)cc1[N+](=O)[O-]	-11	-7	0.4	1	10	4	-3	-6	-12	-7
CS(=O)(=O)N(CC(=O)Nc1ccccc1)c1cccc(Cl)c1Cl	4	0	-0.6	-11	-4	-5	-2	2	-1	-3
O=C(CSc1ccc(-c2ccco2)nn1)NC1CCCCC1	-9	3	1.9	-3	-11	5	5	5	-2	1
O=C(C[C@H]1CC[C@@H]2[C@H](COC[C@H](O)CN2Cc2nccs2)O1)NCc1ccccc1Cl	0	-1	0.5	9	1	9	2	-4	1	.
NC(=O)NC(c1ccc(Cl)cc1)c1ccccc1Cl (stereo not given)	-3	-3	-0.5	-1	-4	-3	-2	4	-1	-3
O=C(Nc1cccc(Cl)c1)c1cnc[nH]1	-3	-4	-0.5	3	4	1	4	-2	1	-4
CCn1ncc(CN2CCN(C(=O)Nc3ccccc3C(=O)OC)CC2)c1C	-6	-1	0.7	3	-4	1	-6	4	-1	1
Cc1ccc(N=C/C(C(=O)C(F)(F)F)=C(\O)c2ccco2)cc1Cl	-3	-4	-1.9	-4	0	1	4	3	0	-13
CCOc1ccc(S(=O)(=O)NCCCN2CCOCC2)c2ccccc12	3	3	0.1	-5	-2	3	2	5	1	-2
O=C(CN1CCN(C(c2ccccc2)c2ccccc2)CC1)Nc1ccc(N2CCOCC2)cc1	0	-5	1.9	3	-5	6	0	-4	2	0
CSc1ccc(C(=O)C2CCCN(C(=O)c3ccc(C)nc3)C2)cc1 (stereo not given)	4	-2	2.7	1	-4	2	-5	1	5	-1
O=C(/C=C/c1ccccc1[N+](=O)[O-])Nc1cccc(S(=O)(=O)NC2=NCCCCC2)c1	-2	-1	0.6	16	-2	-1	7	-1	-1	-9
O=C(CN(CCc1ccccc1)Cc1ccccc1)Oc1ccccc1P(=O)(O)O	-2	2	0.3	6	-8	10	6	3	1	1
OC(c1cc(-c2ccc(C(F)(F)F)cc2)nc(C(F)(F)F)c1)C1CCCCN1 (stereo not given)	3	-1	-0.5	22	1	-1	26	1	-2	11
Cn1c(O)c(N=NC(=O)c2ccco2)c2ccccc21	-8	-3	-5.4	6	-1	-2	-1	4	-16	1
COc1ccccc1NC(=O)C1CCCN(c2ncnc3c2nc2n3CCCCC2)C1 (stereo not given)	-3	2	-2.0	-4	-7	0	-6	-3	2	-2
CCOc1ccc(NC(=O)C23CC4CC(C2)CC(c2ccccc2)(C4)C3)cc1	2	-3	0.9	-19	0	1	0	6	1	-36
COc1ccc(OC)c(-c2nn(-c3ccccc3)cc2C(=O)N2CCc3ccccc3C2)c1	3	0	0.5	5	-8	-3	2	-7	-1	-61
Cc1cc(O)c2c(C)c(CC(=O)N3CCN(C(=O)C4COc5ccccc5O4)CC3)c(=O)oc2c1 (stereo not given)	-3	-1	6.2	-2	3	2	9	0	-2	-8
O=C(CN1CCN(S(=O)(=O)c2ccc(Cl)cc2)CC1)Nc1ccc2c(c1)OCO2	-2	-1	2.0	5	0	-2	-4	9	0	-8
COc1ccc(N=Cc2oc3ccc4ccccc4c3c2O)cc1	-1	0	-1.1	10	-24	-4	7	-3	-2	3
CC(C)C(=O)N1CCC(CN=Cc2c(O)n(C3CCCCC3)c(=O)n(C3CCCCC3)c2=O)CC1	-2	-3	-1.2	-2	-4	-1	0	2	-2	-17
COc1ccc(/C=N/NC(=O)c2ccncc2)cc1[N+](=O)[O-]	-1	-1	-2.2	3	1	2	-4	-2	-2	2
O=C(COC(=O)c1ccc(Cl)c(S(=O)(=O)NCc2ccccc2)c1)NC1CC1	5	4	-0.6	-2	0	-8	-1	-2	2	-3
CCc1ccc(-c2nc(CN3CCC(C(=O)N4CCN(c5ccccn5)CC4)CC3)c(C)o2)cc1	-4	4	-1.1	-6	5	-4	-8	-3	4	-4
COc1ccc(N(C(=O)C(C)C)S(=O)(=O)c2ccc3c(c2)n(C)c(=O)n3C)cc1	2	-7	0.9	-1	1	-8	1	-2	-1	-4
Cc1cccc(N2C(=O)C(O)=C(C(=O)c3cccs3)C2c2cccc(Oc3ccccc3)c2)n1 (stereo not given)	-4	0	0.1	-19	0	5	45*	3	0	-12
CCN1CCN(C(c2cc(OC)c(OC)c(OC)c2)c2nnnn2C(C)C)CC1 (stereo not given)	-2	2	-0.8	1	-4	-2	1	2	-5	-3
CCN(CC)c1ccc(/C=N/NC(=O)Cc2ccc(OC)c(OC)c2)cc1	1	-5	-4.1	1	-5	-2	-3	-3	0	0
Cn1c(CN2CCOCC2)nc2cc(NC(=O)COc3ccccc3)ccc21	-1	-2	-0.6	1	5	0	-4	0	-1	8
COCCCNC(=O)CSc1nc2ccccc2c(=O)n1CCC(=O)NCCc1ccc(OC)c(OC)c1	5	-5	-0.6	-19	1	4	-8	-4	2	-3
Cc1ccc(NC(=O)c2oc3ccc(S(=O)(=O)N4CCOCC4)cc3c2C)c(C)c1	9	0	7.2	2	-2	5	0	-3	2	-17
Cn1c(NC(=O)/C=C/c2ccc(Cl)c(Cl)c2)cc(=O)n(C)c1=O	2	-4	-3.4	-4	-8	3	2	-7	2	3
Cc1cc2c(cc1S(=O)(=O)N1CCN(c3ccc(Cl)cc3)CC1)OCCN2C	-1	0	-0.3	9	-1	0	7	-2	-4	-2
COc1cc2c(c(OC)c1OC)-c1c(cc3c(c1OC)OCO3)C[C@H](C)[C@@](C)(O)C2	-4	2	-0.4	-7	5	3	-3	1	1	-3
CCCNC(=O)CN(C)S(=O)(=O)c1ccc(F)cc1	3	-1	0.9	9	1	-2	0	0	1	2
CC(=O)N1CC(=O)N(c2ccccc2)C1=O	-3	-5	-1.0	3	-1	3	1	-3	6	7
COc1ccc(NC(=O)c2ccc3snnc3c2)cc1	-5	-3	0.3	2	-6	2	0	-2	1	3
Cc1cc2nnc(SCc3ccccc3)n2c(N)n1	-2	3	-2.2	1	0	0	6	-5	2	-5
CCOc1cc(/C=N/Nc2nnc(C)n2N)ccc1O	-5	66*	0.7	-1	5	2	0	-4	6	12
CCCOc1ccc(C(F)(F)F)cc1NS(=O)(=O)c1ccc(Cl)nc1	1	1	-1.2	-1	-9	3	18	-7	2	-5
COc1cccc(C(=O)Nc2cccc3c2ccc2cccn23)c1	0	-4	-0.3	1	-1	2	8	0	3	-17
Cc1c(-n2cccc2C=O)cccc1[N+](=O)[O-]	-2	4	-1.8	0	-3	-2	-2	2	3	-2
CCCCc1ccc(NC(=O)CN2NS(=O)(=O)c3ccccc3C2=O)cc1	6	3	2.7	-8	0	-1	8	5	1	-8
NS(=O)(=O)c1ccc(CCNC(=O)/C=C/c2ccc([N+](=O)[O-])cc2)cc1	-3	5	-4.2	-1	-2	1	9	3	-2	-3
CC1(c2nnnn2-c2ccc3c(c2)OCCO3)CCC(=O)N1CCc1ccccc1F (stereo not given)	5	-3	-0.6	3	-3	2	0	-2	2	.
COc1ccc(/C(C)=C2\SC(=S)N(CCC(=O)O)C2=O)cc1	-3	2	0.0	-13	-3	-4	15	-2	0	-1
CNC(C)C#Cc1ccc2oc3cc(C)c(C)cc3c(=O)c2c1 (stereo not given)	7	4	0.4	-8	-2	6	14	-2	3	-37
Cc1ccc(C)c2[nH]c(=O)c(CN(Cc3ccc4c(c3)OCO4)Cc3nnnn3Cc3ccco3)cc12	2	18*	1.4	15	-1	28*	28	9	4	-39
COc1cc(CNCc2cccc(OC)c2OC)cc(OC)c1	1	3	-1.2	10	-3	-1	-5	0	2	7

Part of the list above, as a markdown table:
| Molecule | MBD2 inh | LEDGF integ inh | PG9 binder | mABHD4 FP | NR1D1 modulator | PRMT1 inh | rCAG RNA binder | TCR CD3 inh | UHRF1 MBD2 ctr | HTRA1 inh |
| --- | --- | --- | --- | --- | --- | --- | --- | --- | --- | --- |
| O=C(Nc1ccc(Cl)cn1)c1ccc(COc2ccccc2Br)o1 | 2 | 3 | -2.5 | -26 | 4 | -3 | 1 | -2 | -1 | -57 |
| Cc1cccc(C)c1NC(=O)NCc1ccco1 | -2 | -1 | 1.0 | -2 | 3 | 2 | 3 | -1 | 2 | 4 |
| CN(CCO)c1ccc(-c2n[nH]c(=O)c3ccccc23)cc1[N+](=O)[O-] | -11 | -7 | 0.4 | 1 | 10 | 4 | -3 | -6 | -12 | -7 |
| CS(=O)(=O)N(CC(=O)Nc1ccccc1)c1cccc(Cl)c1Cl | 4 | 0 | -0.6 | -11 | -4 | -5 | -2 | 2 | -1 | -3 |
| O=C(CSc1ccc(-c2ccco2)nn1)NC1CCCCC1 | -9 | 3 | 1.9 | -3 | -11 | 5 | 5 | 5 | -2 | 1 |
| O=C(C[C@H]1CC[C@@H]2[C@H](COC[C@H](O)CN2Cc2nccs2)O1)NCc1ccccc1Cl | 0 | -1 | 0.5 | 9 | 1 | 9 | 2 | -4 | 1 | . |
| NC(=O)NC(c1ccc(Cl)cc1)c1ccccc1Cl (stereo not given) | -3 | -3 | -0.5 | -1 | -4 | -3 | -2 | 4 | -1 | -3 |
| O=C(Nc1cccc(Cl)c1)c1cnc[nH]1 | -3 | -4 | -0.5 | 3 | 4 | 1 | 4 | -2 | 1 | -4 |
| CCn1ncc(CN2CCN(C(=O)Nc3ccccc3C(=O)OC)CC2)c1C | -6 | -1 | 0.7 | 3 | -4 | 1 | -6 | 4 | -1 | 1 |
| Cc1ccc(N=C/C(C(=O)C(F)(F)F)=C(\O)c2ccco2)cc1Cl | -3 | -4 | -1.9 | -4 | 0 | 1 | 4 | 3 | 0 | -13 |
| CCOc1ccc(S(=O)(=O)NCCCN2CCOCC2)c2ccccc12 | 3 | 3 | 0.1 | -5 | -2 | 3 | 2 | 5 | 1 | -2 |
| O=C(CN1CCN(C(c2ccccc2)c2ccccc2)CC1)Nc1ccc(N2CCOCC2)cc1 | 0 | -5 | 1.9 | 3 | -5 | 6 | 0 | -4 | 2 | 0 |
| CSc1ccc(C(=O)C2CCCN(C(=O)c3ccc(C)nc3)C2)cc1 (stereo not given) | 4 | -2 | 2.7 | 1 | -4 | 2 | -5 | 1 | 5 | -1 |
| O=C(/C=C/c1ccccc1[N+](=O)[O-])Nc1cccc(S(=O)(=O)NC2=NCCCCC2)c1 | -2 | -1 | 0.6 | 16 | -2 | -1 | 7 | -1 | -1 | -9 |
| O=C(CN(CCc1ccccc1)Cc1ccccc1)Oc1ccccc1P(=O)(O)O | -2 | 2 | 0.3 | 6 | -8 | 10 | 6 | 3 | 1 | 1 |
| OC(c1cc(-c2ccc(C(F)(F)F)cc2)nc(C(F)(F)F)c1)C1CCCCN1 (stereo not given) | 3 | -1 | -0.5 | 22 | 1 | -1 | 26 | 1 | -2 | 11 |

High-throughput results as filed in PubChem BioAssay.
